# Bioassay records (PubChem)
# GPR55 antagonists = GPR55 antagonists blocking LPI-driven arrestin recruitment, primary screen, imaging, U2OS, beta-arrestin-GFP, LPI agonist (AID 2013); actives 0.13% (n = 290,000); U2OS GPR55 beta-arrestin-GFP translocation imaging, LPI antagonism; higher % means a stronger effect; inhibition, % at 10 µM, or IC50 in µM where a hit was titrated;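 active = spots per cell inhibited over 60%, with over 100 cells counted and total cytoplasm intensity under 500,000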;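 note: U2OS cells stably carrying GPR55 and arrestin-GFP stimulated by 5 µM LPI near EC80; imaged beta-arrestin-GFP aggregate spots per cell after agonist stimulation; plate controls were LPI-stimulated DMSO wells for no effect and DMSO wells without LPI for full effect; some results filed as inactive read as strong as hits; confirmed hits need IC50 under 10 µM and bright autofluorescent wells are also inconclusive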
# GPR55 beta-arrestin = selective activators of receptor GPR55 – imaging, U2OS cells, beta-arrestin-GFP redistribution, primary screen (AID 1961); actives 0.048% (n = 290,000); U2OS GPR55 beta-arrestin-GFP redistribution imaging; higher % means a stronger effect; activation, % at 10 µM; hits with a dose series show EC50 in µM;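 active = activation above 40% with more than 50 cells counted in the well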;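 note: U2OS osteosarcoma cells stably expressing GPR55 and beta-arrestin-GFP; plate controls were DMSO negative control for no effect and LPI positive control for full effect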
# Salmonella PhoP GFP = PhoP-dependent GFP reporter repression – Salmonella Typhimurium, primary screen (AID 1863) | S. Typhimurium PhoP-regulated promoter GFP reporter, 4 h; higher % means a stronger effect | inhibition, % at 50 µM; hits with a dose series show IC50 in µM | actives 0.16% (n = 300,000);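 active = inhibition over 29.93%, a cutoff 3 SD above the screen mean, later confirmed by dose response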;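 note: 0% = low Mg2+ inducing control and 100% = high Mg2+ repressing control; strong numbers were not always called active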
# West Nile virus CPE = West Nile virus antiviral activity, cell-based, CPE readout (AID 1621); West Nile virus-infected cells, CPE inhibition; higher % means a stronger effect; CPE inhibition, % at 10 µM, or IC50 in µM where a hit was titrated; actives 0.02% (n = 290,000); in the data active = a potency from the dose series; note: strong numbers were not always called active
# T cell HTS = modulates CD8 T cell binding to vesicles; calls only at 7 µM; AID 2052; 2C CD8+ T cell-vesicle binding, flow cytometry; hits give low values; actives 0.068% (n = 330,000);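 active = response, share of CD8 T cells binding vesicles, and their 90th percentile fluorescence all below set limits, cut at about 80% in these data, passing the limit was not always enough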
#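 Incubation: binding step 1.5 h, 37 °C, antibody labelling 20 min, ice; system: murine 2C transgenic CD8+ T lymphocytes; technique: cytometric PE anti-B7-1 and Alexa647 anti-CD8 signals after 1% paraformaldehyde fixation; also added: QL9-charged Drosophila Ld/ICAM-1/B7-1 vesicles; control set: naked versus QL9-loaded vesicles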
# GPR35 arrestin U2OS = GPR35 antagonists blocking zaprinast-driven arrestin recruitment, primary screen, imaging, U2OS, beta-arrestin-GFP, zaprinast agonist (AID 2058). U2OS GPR35 beta-arrestin-GFP translocation imaging, zaprinast antagonism; higher % means a stronger effect. inhibition, % at 10 µM; hits with a dose series show IC50 in µM. actives 0.052% (n = 290,000);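 active = inhibition of at least 50% with at least 30 cells and total cytoplasm GFP at most 10,000,000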
# NTR1 agonist = NTR1-driven beta-arrestin-GFP spot formation – imaging, U2OS cells, high content, primary screen (AID 493036) | agonist mode | actives 0.17% (n = 330,000) | activation, % at 20 µM;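 active = activation at or above 40% of the spot to cytoplasm intensity ratio, with at least 20 cells analyzed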;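 note: 0% = DMSO without peptide and 100% = 100 nM NTR1 peptide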
# Target sequence (P30989 whole entry, looked up): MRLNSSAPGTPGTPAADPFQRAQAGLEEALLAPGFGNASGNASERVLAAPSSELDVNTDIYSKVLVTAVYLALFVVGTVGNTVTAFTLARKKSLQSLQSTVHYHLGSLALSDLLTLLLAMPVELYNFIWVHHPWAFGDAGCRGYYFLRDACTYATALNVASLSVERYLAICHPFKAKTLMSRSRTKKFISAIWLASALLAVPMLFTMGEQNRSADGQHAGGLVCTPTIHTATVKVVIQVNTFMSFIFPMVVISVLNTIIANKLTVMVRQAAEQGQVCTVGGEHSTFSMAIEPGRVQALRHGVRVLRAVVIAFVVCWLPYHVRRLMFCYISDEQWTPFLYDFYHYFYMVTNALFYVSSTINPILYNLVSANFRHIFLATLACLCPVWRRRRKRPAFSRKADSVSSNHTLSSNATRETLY
# KOR beta-arrestin-1 = kappa opioid receptor blockers – cell-based, luminescence, uHTS (AID 1778) | KOR beta-arrestin recruitment, luminescence, antagonist mode; higher % means a stronger effect | one-dose inhibition, % at 10 µM; IC50 in µM for titrated hits | actives 0.091% (n = 290,000); in the data active = inhibition above about 50%; note: strong numbers were not always called active
# KOR beta-arrestin-2 = kappa opioid receptor activators – cell-based, luminescence, uHTS, primary screen (AID 1777); KOR beta-arrestin recruitment, luminescence; higher % means a stronger effect; actives 0.02% (n = 280,000); one-dose activation, % at 10 µM; EC50 in µM for titrated hits; in the data active = activation above about 50%, passing the limit was not always enough; note: a part of the inactive calls stands beside numbers as strong as those of hits
# T cell HTS vesicle-bound % = recorded beside T cell HTS, whose call it bears; double positive events, %; measured here: CD8+ vesicle-bound cell fraction;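 binding gate set so that unloaded-vesicle control wells show 10% double positive cells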
# NTR1 agonist cell count 20 µM = recorded beside NTR1 agonist, whose call it bears; cell count; measured here: cell count, cytotoxicity flag
# The depositor's hits bear a star; i = inactive; nt = no result given; [ ] = another dose, or the depositor's remark.
SMILES,GPR55 antagonists,GPR55 beta-arrestin,Salmonella PhoP GFP,West Nile virus CPE,T cell HTS,T cell HTS vesicle-bound %,GPR35 arrestin U2OS,NTR1 agonist,NTR1 agonist cell count 20 µM,KOR beta-arrestin-1,KOR beta-arrestin-2
COc1ccc(CCNC2CC(=O)N(C3CCCCC3)C2=O)cc1OC (centres undefined),8%,0.2%,0%,-0.1%,i,50,6%,-1.1,55,-20%,-4.7%
Cc1ccc(-c2nc3cc(NC(=O)C(C)C)ccc3o2)cc1,-4%,-0.5%,1%,1.2%,i,52,2%,0.7,63,-45%,11%
O=C(Nc1cccc(C(=O)N2CCCC2)c1)c1ccccc1,8%,-0.1%,-1%,0.6%,i,26,-9%,-0.8,96,2%,-4.1%
Cn1cc(C(=O)c2cccc(Cl)c2Cl)cc1C(=O)O,23%,-0.2%,-24%,0.7%,i,59,1%,-0.4,87,-10%,-0.2%
c1ccc(-c2noc(CCC3CCCC3)n2)cc1,2%,0.1%,-10%,1.1%,i,60,-10%,0.6,43,9%,-3.4%
CCC1Sc2ccccc2N(CC(=O)NCc2ccccc2OC)C1=O (centres undefined),7%,0.1%,-4%,0.3%,i,21,8%,0.5,48,7%,-0.9%
CCS(=O)(=O)N1Cc2ccccc2CC1C(=O)N(C)Cc1ccc(OC)c(F)c1 (centres undefined),7%,0.0%,-7%,-0.9%,i,32,14%,-0.1,57,0%,6.8%
CCOC(=O)c1ccc(S(=O)(=O)Nc2cc(C(C)(C)C)no2)cc1,4%,-0.1%,-1%,0.1%,i,35,4%,-0.3,70,0%,-0.9%
O=C1N/C(=N\c2ccccn2)SC1Cc1ccc(Cl)cc1 (centres undefined),-8%,-0.2%,-1%,0.7%,i,30,4%,2.9,59,-17%[20 µM],nt
O=C(CSc1ccccn1)Nc1ccccc1F,-13%,0.1%,3%,-0.5%,i,3,6%,2.2,59,14%,-0.5%
COCCCNC(=O)CNC(=O)c1cn(-c2ccccc2OC)c(=O)c2ccccc12,10%,0.0%,-3%,0.5%,i,50,-18%,-0.7,63,-9%,-0.1%
C=CCn1c(SCc2cc(=O)n3cc(C)ccc3n2)nnc1-c1ccc(F)cc1,8%,0.0%,10%,-0.8%,i,5,-3%,2.1,76,10%,2.0%
CCNC(=S)NNC(=O)CCc1nc2cc(Cl)ccc2n(Cc2ccccc2)c1=O,3%,-0.1%,7%,0.4%,i,16,13%,-1.1,50,13%,-4.6%
Cn1cnc2ccc([N+](=O)[O-])cc2c1=O,-1%,-0.2%,3%,-0.1%,i,58,9%,1.9,78,5%,0.6%
O=C(NCCCn1ccnc1)/C(=C\c1ccc(Br)cc1)NC(=O)c1ccccc1,16%,0.4%,-5%,0.2%,i,13,-18%,1.0,57,4%,1.3%
CC1CCN(c2cc(N(C)CCO)c([N+](=O)[O-])c3nonc23)CC1,10%,-0.3%,3%,-0.7%,i,42,-15%,-1.0,82,-16%,-4.0%
CCOc1ccc(NC(=O)Cn2nnc(C(=O)NCc3cccs3)c2N)cc1,3%,-0.3%,-5%,0.3%,i,12,10%,1.4,79,-25%,-1.8%
Cc1cccc(-n2c(-c3csc(C(C)C)c3)n[nH]c2=S)c1,13%,0.1%,10%,1.5%,i,52,14%,0.9,57,6%,2.0%
COc1ccc(-n2cc(-c3ccc(C)cc3)[n+]3c2SCC3)cc1,6%,-0.1%,5%,-0.5%,i,15,-3%,0.2,60,-12%,-2.5%
CC(C)C(=O)Nc1cccc(C(=O)NCCc2ccc(S(N)(=O)=O)cc2)c1,13%,0.0%,5%,0.4%,i,20,0%,0.0,48,2%,-2.8%
COc1ccc(C(C)(C)C)cc1S(=O)(=O)n1ccnc1C,-6%,-0.2%,-4%,0.0%,i,51,-1%,2.4,36,16%,-2.3%
CC(CCc1ccc(O)cc1)NCCC(c1ccccc1)c1ccccc1 (centres undefined),18%,0.4%,-1%,-1.7%,i,55,-5%,9.8,58,43%,-1.7%
Cc1cc(C(=O)CSc2nc(N)cc(N)n2)c(C)n1-c1cccc(F)c1,12%,0.7%,26%,-0.7%,i,6,2%,-2.4,59,16%,-0.7%
Cc1cc(NC(=O)COC(=O)C(C)Oc2ccc(Cl)cc2Cl)no1 (centres undefined),5%,0.3%,4%,-0.1%,i,36,4%,-0.1,33,-40%,0.8%
CC1CCN(CCNC(=O)CCS(=O)(=O)c2ccc(Br)cc2)CC1,0%,-0.1%,-1%,0.1%,i,15,6%,-0.5,47,-18%,-1.6%

# Random excerpt: 2 entries already listed, in no set order.
SMILES,GPR55 antagonists,GPR55 beta-arrestin,Salmonella PhoP GFP,West Nile virus CPE,T cell HTS,T cell HTS vesicle-bound %,GPR35 arrestin U2OS,NTR1 agonist,NTR1 agonist cell count 20 µM,KOR beta-arrestin-1,KOR beta-arrestin-2
CC(CCc1ccc(O)cc1)NCCC(c1ccccc1)c1ccccc1 (centres undefined),18%,0.4%,-1%,-1.7%,i,55,-5%,9.8,58,43%,-1.7%
Cn1cc(C(=O)c2cccc(Cl)c2Cl)cc1C(=O)O,23%,-0.2%,-24%,0.7%,i,59,1%,-0.4,87,-10%,-0.2%

# Next section:
SMILES,GPR55 antagonists,GPR55 beta-arrestin,Salmonella PhoP GFP,West Nile virus CPE,T cell HTS,T cell HTS vesicle-bound %,GPR35 arrestin U2OS,NTR1 agonist,NTR1 agonist cell count 20 µM,KOR beta-arrestin-1,KOR beta-arrestin-2
Cc1[nH]n(-c2ccccc2)c(=O)c1C=NCC1CCCO1 (centres undefined),12%,-0.1%,0%,-0.3%,i,21,1%,-0.9,33,13%[20 µM],-0.4%
COc1ccc(C2CC(=O)c3cc(OC)c(OC)cc32)cc1OC (centres undefined),-13%,0.0%,3%,0.1%,i,24,-3%,-0.5,37,40%,-5.6%
COc1ccc(S(=O)(=O)N2CCCCCC2)cc1C(=O)OCC(=O)NC(C)(C)C,-11%,0.0%,2%,-0.4%,i,47,-3%,1.3,56,-9%,1.0%
O=Cc1c(NCc2ccco2)nc2ccccn2c1=O,4%,-0.1%,-2%,1.3%,i,14,-4%,-1.7,55,-31%,-1.9%
Cc1ccc(S(=O)(=O)Nc2ccc(S(=O)(=O)N3CCOCC3)cc2)cc1,-3%,-0.1%,5%,0.3%,i,12,-14%,0.4,53,-17%,3.6%
Cc1[nH]c2ccccc2c1Cc1n[nH]c(=S)o1,9%,0.2%,-14%,-0.4%,i,44,-3%,-2.2,70,-8%,1.1%
O=C(CCN1CCN(C(c2ccccc2)c2ccccc2)CC1)N/N=C/c1ccc(O)cc1O,18%,0.2%,27%,0.3%,i,49,-10%,4.9,52,20%,-2.6%
Cc1ccc(-c2nnc(SCC(=O)Nc3ccc(N4CCOCC4)cc3)o2)cc1,15%,0.2%,-1%,0.1%,i,24,-9%,-0.5,39,-32%,10%
O=C(O)c1cccnc1SCc1cccc(Cl)c1,7%,0.5%,-4%,1.0%,i,30,-6%,0.3,42,-2%,-5.0%
COC(=O)c1ccc(C23CC4(C2)[C@H](CN(Cc2ccc(-c5ccccc5)cc2)[C@@H]4c2ccccc2)C3c2ccc(Cl)nc2)cc1 (some centres undefined),-6%,-0.1%,3%,-0.4%,i,12,0%,1.9,93,-9%,1.5%
O=C1C=C(NCCN2CCOCC2)CC(c2ccccc2)C1 (centres undefined),16%,0.0%,-9%,-0.2%,nt,nt,8%,-1.5,46,3%,-2.3%
O=C(CSCc1ccc(Cl)cc1Cl)Nc1nccs1,-1%,-0.2%,-3%,-0.4%,i,61,-2%,0.0,69,-6%,-0.5%
CC(Cl)C(=O)Nc1cc(C(C)(C)C)nn1-c1ccccc1 (centres undefined),-4%,-0.1%,-1%,0.6%,i,26,-4%,-0.4,30,-12%,-6.2%
CCN1CCN(C(=O)C2CCN(S(=O)(=O)N3CCC4(CC3)OCCO4)CC2)CC1,-6%,0.3%,-3%,-0.3%,i,24,3%,-0.7,52,-23%,-1.8%
COc1cc(OC)c(C2C(C#N)=C(N)OC3=C2C(=O)CC(C)C3)cc1OC (centres undefined),-6%,-0.2%,12%,-0.1%,i,38,0%,-1.0,94,17%,6.8%
CC(C)OC(=O)CCC1(C(=O)O)CCC(=O)NC1 (centres undefined),4%,-0.1%,-2%,-0.5%,i,39,-6%,-0.4,42,-8%,-3.3%
COc1ccc(C2C(C#N)=C(N)N3C(=C2C#N)Sc2ccccc23)cc1 (centres undefined),2%,-0.1%,-17%,-0.4%,i,17,12%,18,53,3%,2.8%
NC(=O)C1(N2CCCCC2)CCN(C(=O)CSc2nc3ccccc3s2)CC1,-3%,-0.1%,6%,nt,i,16,16%,-0.2,46,-19%,-4.0%
CC1(C)C2CCC1(C)C(NC(=O)CCN1CCCCC1)C2 (centres undefined),9%,-0.2%,5%,-0.5%,i,43,13%,-1.4,35,-16%,0.9%
N=C1/C(=C\c2ccc(Br)o2)C(=O)N=C2SC(CC(=O)N3CCOCC3)=NN12,-3%,-0.2%,-11%,0.1%,i,4,-3%,0.0,68,27%,-4.0%
C/C(CC(=O)NC1CCCC1)=N\NC(=O)C1CCCCC1,10%,-0.3%,-2%,0.4%,nt,nt,10%,nt,nt,21%[20 µM],-2.1%
Cc1nc(-c2ccccc2)sc1-c1nc(-c2cccnc2)ncc1S(=O)(=O)c1ccccc1,19%,0.2%,6%,0.2%,i,38,10%,0.3,58,6%,-4.2%
CCCn1cnc2c(=O)oc3ccccc3c21,0%,0.9%,3%,0.0%,i,17,17%,2.2,54,-29%,1.5%
CCOc1ccc(NS(=O)(=O)c2ccc(C(=O)N(CC)CC(=O)NCc3cccs3)cc2)cc1,16%,-0.1%,9%,0.4%,i,11,2%,0.5,76,7%,3.5%
O=C1CN(C(=O)COC(=O)c2ccc(N3CCCCCC3)c([N+](=O)[O-])c2)c2ccccc2N1,11%,0.5%,8%,-1.3%,i,48,3%,6.5,72,-18%,-4.6%
CCC(=O)Nc1ccc(NC(=O)CSc2nnc(-c3ccc(O)cc3)n2CC2CCCO2)cc1 (centres undefined),26%,-0.1%,3%,-0.3%,i,11,-10%,-1.1,65,-12%[20 µM],nt
COc1ccc(-c2nnc(SCC(=O)Nc3sc4c(c3C#N)CCCC4)n2-c2ccccc2)cc1,0%,0.0%,-7%,0.9%,i,8,-10%,13,51,13%,6.6%
O=C(NC1CCCc2ccccc21)c1ccc(F)cc1F (centres undefined),-11%,nt,-2%,0.3%,i,24,7%,-1.1,42,-4%,5.0%

# A few values from above.
# In NTR1 agonist, `NC(=O)C1(N2CCCCC2)CCN(C(=O)CSc2nc3ccccc3s2)CC1` is listed with -0.2
# In NTR1 agonist, `Cc1ccc(S(=O)(=O)Nc2ccc(S(=O)(=O)N3CCOCC3)cc2)cc1` is listed with 0.4
